FUS yeast rescue: rescues growth of FUS-expressing yeast | AID 1347120 | S. cerevisiae FUS-expressing, growth rescue, OD600, 24 h | Potency, µM (top dose mostly 76.6 µM), inactives show top-dose growth rescue (activation), actives largely listed as activators | 0.24% of 390,000 active; active = well fitted activation curve with a large enough effect; inconclusive = small, poorly fitted or top-dose-only effect; inactive = no such curve, though single readings can be large or run the other way;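 also: plate controls were DMSO vehicle for no effect and reference control for full effect; nearly all actives have a fitted effect of over 55% in size; some results filed as inactive show a strong effect at the top dose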
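Quantitative HTS measuring growth restoration of FUS-toxic yeast. Galactose-induced cells (OD 0.005) were exposed 24hr at 30C to compounds at several concentrations, then absorbance at 600 nm was recorded.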
* hit, by the source's call; ? = inconclusive. Potency is read from the fitted curve at half-maximal effect. These rows are one share of the data (hit frequency here may not be typical).

> COC[C@@H]1CCCN1c1ccc2c(c1)O[C@@H]1CCN(C1)S2(=O)=O
  FUS yeast rescue = -1%

> COCCCNC(=O)C[C@H]1C[C@@]2(C(=O)OC)C(=C[C@H](C(C)(C)C)O[C@@H]2C)N(Cc2cccc3ccccc23)C1=O
  FUS yeast rescue = ?

> C/C=C/c1ccccc1OCCCN1CCC(C(O)(c2ccccc2)c2ccccc2)CC1
  FUS yeast rescue = 32%

> CCCCNS(=O)(=O)CC1NCCc2ccccc21 (stereo unspecified)
  FUS yeast rescue = -6%

> O=C(OC12CCCN(C1)/C(=C/c1cccc(Cl)c1)C2)c1ccccc1 (stereo unspecified)
  FUS yeast rescue = 29%

> CCOC(=O)[C@]12CCCC3=C1N(CCC3)C(=O)[C@@H](CC(=O)NCc1cccs1)C2
  FUS yeast rescue = 7%

> C[C@H]1[C@H](NC(=O)c2ccc(C(F)(F)F)cc2)CC[C@@]23CCCN2C(=O)CCC[C@@H]13
  FUS yeast rescue = 15%

> CCCCCn1nnnc1C1(C)CCSCC(=O)N1Cc1ccco1 (stereo unspecified)
  FUS yeast rescue = -6%

> O=C(Nc1c(-c2ccc(F)cc2)nc2ncccn12)c1ccc(F)cc1
  FUS yeast rescue = -9%

> C#CCNC(=O)C[C@H]1C[C@@]2(C(=O)OC)C(=C[C@H](C(C)C)O[C@@H]2C2CC2)N(Cc2ccco2)C1=O
  FUS yeast rescue = 13%

> Cc1cc(N2CCN(C(=O)Oc3ccc(-c4ccccc4)cc3)CC2)c2ccccc2n1
  FUS yeast rescue = 21%

> CC(=O)c1cc(-c2cc3ccccc3o2)c(=O)n2c1CCC2
  FUS yeast rescue = -17%

> CCCC(=O)N1CCC[C@]2(CC[C@@H](CCC(=O)OCC)O2)C1
  FUS yeast rescue = 0%

> Cc1ccc(-n2c(SCc3c(Cl)cccc3Cl)nnc2-c2ccco2)cc1
  FUS yeast rescue = 44%

> Cn1cccc1C(=O)N1CCN(S(=O)(=O)c2ccc(F)cc2)CC1
  FUS yeast rescue = 12%

> COc1ccc2cc(-c3cn(C(=O)N(c4ccccc4)c4ccccc4)nn3)ccc2c1
  FUS yeast rescue = 17%

> O=C1CCC[C@H]2C[C@H](NCc3ccc(Cl)cc3)CC[C@]23CCCN13
  FUS yeast rescue = -1%

> O=C(CN1C(=O)CCSc2ccccc21)Nc1ccc(Cl)cc1
  FUS yeast rescue = 12%

> CC(C)N1CCCCC(NC(=O)Cc2ccccc2)C1=O (stereo unspecified)
  FUS yeast rescue = 0%

> COc1cccc(CN[C@@H]2CC[C@@]34CCCN3C(=O)CCC[C@H]4C2)c1
  FUS yeast rescue = -11%

Among those listed so far, these have fluorine:
> C[C@H]1[C@H](NC(=O)c2ccc(C(F)(F)F)cc2)CC[C@@]23CCCN2C(=O)CCC[C@@H]13
  FUS yeast rescue = 15%

> O=C(Nc1c(-c2ccc(F)cc2)nc2ncccn12)c1ccc(F)cc1
  FUS yeast rescue = -9%

> Cn1cccc1C(=O)N1CCN(S(=O)(=O)c2ccc(F)cc2)CC1
  FUS yeast rescue = 12%

Following part
> Cc1nn(CCC(=O)NNC(=O)Nc2ccccc2F)c(C)c1[N+](=O)[O-]
  FUS yeast rescue = -2%

> CC(C)(C)C(=O)NC1CCCCN(Cc2ccc(Cl)cc2)C1=O (stereo unspecified)
  FUS yeast rescue = -1%

> COC(=O)[C@]1(CNC(=O)C(C)(C)C)CC(=O)N(Cc2ccc(Cl)cc2)[C@@H]1c1ccc(OC)cc1
  FUS yeast rescue = 24%

> O=C(NC1CCCCN(Cc2cccc(Cl)c2)C1=O)C1CCCCC1 (stereo unspecified)
  FUS yeast rescue = 13%

> CC1(C)CC(=O)C=C(Nc2ccccc2NC(=O)c2ccc(F)cc2F)C1
  FUS yeast rescue = 0%

> Cc1cccc(NC(=O)CSc2nnc(-c3cccnc3)n2Cc2ccco2)c1C
  FUS yeast rescue = 0%

> O=S(=O)(CC1NCCc2ccccc21)NCc1ccc(F)cc1 (stereo unspecified)
  FUS yeast rescue = -10%

> Cc1ccc(C)c(NC(=O)c2cccc3c2-c2ccccc2C3=O)c1
  FUS yeast rescue = 15%

> O=c1c2cc3cc(Cl)ccc3nc2ncn1CCc1ccc(O)cc1
  FUS yeast rescue = -3%

> O=C(c1cccc(C(F)(F)F)c1)N1CC[C@H]2[C@H](CCCN2Cc2ccccc2)C1
  FUS yeast rescue = -22%

Brought forward from above: four compounds, followed by the next part.
> O=S(=O)(CC1NCCc2ccccc21)NCc1ccc(F)cc1 (stereo unspecified)
  FUS yeast rescue = -10%

> Cc1ccc(C)c(NC(=O)c2cccc3c2-c2ccccc2C3=O)c1
  FUS yeast rescue = 15%

> O=c1c2cc3cc(Cl)ccc3nc2ncn1CCc1ccc(O)cc1
  FUS yeast rescue = -3%

> O=C(c1cccc(C(F)(F)F)c1)N1CC[C@H]2[C@H](CCCN2Cc2ccccc2)C1
  FUS yeast rescue = -22%

> O=C(Nc1cccc(F)c1)O[C@@H]1CC[C@@]23CCCN2C(=O)CCC[C@H]3C1
  FUS yeast rescue = 6%

> C=CCN1C(=O)[C@@H](CC(=O)N2CCOCC2)[C@]2(C(=O)OCC)CCCCC/C=C/12
  FUS yeast rescue = 20%

> CCCCNC(=O)NS(=O)(=O)c1ccc(NC(=O)CSc2ncnc3scc(-c4ccc(C)cc4)c23)cc1
  FUS yeast rescue = 28%

> CC(=O)CC[C@@H]1CC[C@]2(CCCN(C(=O)c3ccco3)C2)O1
  FUS yeast rescue = -15%

> O=C(NCCc1ccccc1)OCc1cn(Cc2ccccc2F)nn1
  FUS yeast rescue = 9%

> Nc1[nH]c(C(=O)c2ccccc2)c(-c2ccc(Br)cc2)c1C(=O)NCCCN1CCOCC1
  FUS yeast rescue = -3%

> CN=C1S/C(=C/c2cc(C)n(-c3ccc(Cl)cc3F)c2C)C(=O)N1C
  FUS yeast rescue = ?

> Cc1ccccc1CN1CCCCC(NC(=O)c2c(F)cccc2F)C1=O (stereo unspecified)
  FUS yeast rescue = 3%

> CCN(CC)C(=O)CC[C@@H]1CC[C@]2(CCCN(C(=O)c3ccno3)C2)O1
  FUS yeast rescue = -15%

> CCOC(=O)N1CCN(C(=O)C[C@@H]2C(=O)N3CCCC4=C3[C@@]2(C(=O)OC)CCCC4)CC1
  FUS yeast rescue = -8%

The list continues:
| Compound | FUS yeast rescue |
| --- | --- |
| COC(=O)[C@]12C[C@H](CC(=O)NCc3cccs3)C(=O)N(Cc3ccco3)C1=C[C@H](C(C)(C)C)O[C@@H]2C | ? |
| C=CCN(Cc1ccc(OC)cc1OC)C(C#CCCCC)c1ccccc1 (stereo unspecified) | -3% |
| C[C@H]1[C@@H](OC(=O)Nc2ccccc2Cl)CC[C@@]23CCCN2C(=O)CCC[C@@H]13 | 4% |
| COc1ccc([C@H]2OC(=O)C[C@H]2C(=O)N2CCN(c3ccccc3C(F)(F)F)CC2)cc1OC | 34% |
| COC(=O)[C@]12C[C@H](CC(=O)NCc3cccs3)C(=O)N(Cc3ccc(Cl)cc3Cl)C1=C[C@H](C(C)C)O[C@@H]2C1CC1 | ? |
| CSc1ccc(C=NNC(=O)c2cc(-c3ccc(Cl)cc3)n[nH]2)cc1 | 16% |
| CC(C)=CCC/C(C)=C/CNCC(=O)N1c2ccccc2[C@]2(C)C[C@@H]3C(=O)N(C/C=C(\C)CCC=C(C)C)CC(=O)N3[C@H]12 | ? |
| CCc1ccccc1NC(=O)C1CCC(=O)N(c2ccc(OC)cc2)C1c1ccc(OC)cc1 (stereo unspecified) | 27% |
| CCCOc1ccc(-c2nc(CSCC(=O)NC3CC3)c(C)o2)cc1 | 12% |
| C[C@@H](N)P(=O)(O)C[C@H](Cc1ccccc1)C(=O)O | -3% |
| COC[C@@H]1CCCN1c1ccc2c(c1)OCCCN(C1CC1)S2(=O)=O | 23% |
| COC(=O)C1CN(Cc2ccc(F)cc2)CCS(=O)(=O)N1Cc1cn(Cc2ccc(C)cc2)nn1 (stereo unspecified) | 41% |
| CCOC(=O)C1=NOC(C(=O)NC2CCCC2)(C(=O)C2CC2)C1 (stereo unspecified) | 7% |
| CC(NC(=O)c1cc2ccc(C(F)(F)F)cc2nc1N)c1cccc2ccccc12 (stereo unspecified) | ? |
| COC(=O)C[C@@H]1CC[C@@H]2[C@H](COc3ccc(NC(=O)Nc4c(C)noc4C)cc3C(=O)N2C)O1 | -11% |
| CC[C@H](CCCCCCCn1ccc2ccccc21)CCC(=O)N(c1ccccc1)c1ccccc1 | 6% |
| C#CCNC(=O)C[C@H]1C[C@@]2(C(=O)OC)C(=C[C@H](C(C)C)O[C@@H]2C2CC2)N(Cc2ccc(Cl)cc2Cl)C1=O | ? |
| C[C@H]1[C@@H](N(C)CC2CCCCC2)CC[C@@]23CCCN2C(=O)CCC[C@@H]13 | -6% |
| COC(=O)[C@]12C[C@H](CC(=O)NCc3ccc(OC)c(OC)c3)C(=O)N(Cc3ccco3)C1=C[C@H](C1CCCC1)O[C@@H]2C | 24% |
| Cc1cc(C)cc(-c2c(C(=O)c3ccc(Br)cc3)[nH]c(N)c2C(=O)NCc2ccc(Cl)cc2)c1 | 22% |
| COC(=O)[C@]12C[C@H](CC(=O)N3CCCCC3)C(=O)N(Cc3ccc(Cl)cc3Cl)C1=C[C@H](C1CCCC1)O[C@@H]2C | -17% |
| Cc1ccc(-n2c(Cc3cccs3)nnc2SCc2ccc(Br)cc2)cc1 | ? |
| NC(=O)c1c(N)[nH]c(C(=O)c2ccccc2)c1-c1cccc2ccccc12 | 19% |
| CC(C)(C)OC(=O)N1CCC(N[C@@H](Cc2c[nH]c3ccccc23)C(=O)NCCc2c[nH]c3ccccc23)(C(=O)NC2CCCCC2)CC1 | 20µM* |
| O=C(Nc1ccc(F)cc1)Nc1c(-c2ccc(C(F)(F)F)cc2)nc2ncccn12 | -9% |
| Cc1ccc2c(c1)N(CCCC(=O)NCc1cccs1)C(=O)CO2 | 10% |
| CCCC[C@H]1C2CC(OC(=O)Nc3ccccc3OC)C(C2)[C@H]2CCCCN21 (stereo partly specified) | 7% |
| O=C(NCCc1c[nH]c2ccccc12)OCc1cn(-c2ccc(F)cc2F)nn1 | 8% |
| COc1ccc(C=NNC(=O)c2ccncc2)cc1 | -2% |
| CCOC(=O)N1C(=O)C[C@](Sc2ccc(OC)cc2)(C(=O)N2CCCC2)[C@H]1c1ccc(OC)cc1 | ? |
| CC(=O)N[C@@H]1C[C@@H]2O[C@@H](CO)CC[C@@H]2O[C@@H]1CCc1ccc(C#CC2(O)CCCC2)cc1 | 13% |
| O=C(Nc1ccc(C(F)(F)F)cc1)OC1CC2CC1[C@H]1CCCCN1[C@H]2Cc1ccccc1 (stereo partly specified) | 7% |
| C[C@@H]1CCN(C2CC2)S(=O)(=O)c2c(cccc2N2CC[C@@H](N(C)C)C2)O1 | -22% |
| O=C(Nc1ccc(F)cc1)OCc1cn(Cc2cccc(C(F)(F)F)c2)nn1 | 4% |
| CCOC(=O)[C@@]12CCC3=C1N(CCC3)C(=O)[C@H](CC(=O)NCc1cccs1)C2 | -11% |
| COC(=O)[C@]12C[C@H](CC(=O)NCC3CCCCC3)C(=O)N(CCc3ccc(OC)c(OC)c3)C1=C[C@H](COCc1ccccc1)O[C@@H]2C | 10µM* |
| COc1ccc(CN2C(=O)[C@]3(NCCc4c3[nH]c3ccc(OC)cc43)c3cc(Br)ccc32)cc1 | ? |
| COc1ccc(-n2c(SCC(=O)Nc3ccc4c(c3)OCCO4)nnc2-c2ccccc2)cc1 | 7% |
| CN(C)S(=O)(=O)c1cccc(C(=O)N/N=C\c2ccccc2[N+](=O)[O-])c1 | -1% |
| Cc1nn(-c2ccccc2)c2sc(C(=O)NCc3ccc4c(c3)OCO4)cc12 | 39% |
| C[C@@H]1/C=C/CC(=O)N[C@H](c2ccc3ccccc3c2)[C@H](C)/C=C/CC(=O)N[C@@H]1c1ccc2ccccc2c1 | ? |
| CCOc1ccc(N(CC(=O)Nc2c(C)n(C)n(-c3ccccc3)c2=O)S(=O)(=O)c2cccc3cccnc23)cc1 | 22% |
| O=C(O)c1cccc(S(=O)(=O)NCC(=O)N2CCN(c3ccccn3)CC2)c1 | -6% |
| COCCCN1C(=O)[C@H](CC(=O)NCc2ccccc2)[C@]2(C(=O)OC)CCCCC=C12 | 20% |
| O=C(NC1CCCCN(Cc2ccc(Cl)cc2)C1=O)c1cccc2nsnc12 (stereo unspecified) | ? |
| Fc1ccc(N2CCN(C3=Nc4ccccc4Sc4ccccc43)CC2)cc1 | 41% |
| CCn1c(SCC(=O)Nc2ccc(S(=O)(=O)Nc3cc(C)nc(C)n3)cc2)nc2sc(C)c(C)c2c1=O | ? |
| CCCNC(=O)N1[C@@H](CO)[C@H](c2ccc(C3=CCCC3)cc2)[C@@H]1CN(CC)S(=O)(=O)c1ccccc1[N+](=O)[O-] | ? |
| O=C(OCCCN1CCC2(CCCCC2)C1=O)c1ccccc1 | 2% |
| O=C1CSc2ccc(C(=O)N3CCCC(C(=O)N4CCCC4)C3)cc2N1 (stereo unspecified) | 7% |
| COC(=O)C[C@@H]1CC[C@H]2[C@H](COc3ccc(NC(=O)Nc4cccc(C#N)c4)cc3C(=O)N2C)O1 | 6% |
| Cc1ccc2c(c1)C1CS(=O)(=O)N(CCc3ccccc3)CN1C2 (stereo unspecified) | 20% |
| O=C(c1cccc(C(F)(F)F)c1)N1CC[C@H]2[C@H](CCCN2Cc2ccc(F)cc2)C1 | -16% |
| COP(=O)(O)CNC(=O)OCc1ccccc1 | -21% |
| CC(C)CNC(=O)OCc1cn(Cc2ccc(F)cc2)nn1 | -1% |

A draw from above in order of molar mass, highest first:
| Compound | FUS yeast rescue |
| --- | --- |
| CCOc1ccc(N(CC(=O)Nc2c(C)n(C)n(-c3ccccc3)c2=O)S(=O)(=O)c2cccc3cccnc23)cc1 | 22% |
| CCn1c(SCC(=O)Nc2ccc(S(=O)(=O)Nc3cc(C)nc(C)n3)cc2)nc2sc(C)c(C)c2c1=O | ? |
| O=C(O)c1cccc(S(=O)(=O)NCC(=O)N2CCN(c3ccccn3)CC2)c1 | -6% |
| O=C1CSc2ccc(C(=O)N3CCCC(C(=O)N4CCCC4)C3)cc2N1 (stereo unspecified) | 7% |
| O=C(OCCCN1CCC2(CCCCC2)C1=O)c1ccccc1 | 2% |

Screening data from PubChem.
